Source: PubChem
Ecoli viability: E. coli V3065 growth inhibition, primary screen, counter-screen for AddAB inhibitor project, absorbance, OD600; inhibition, % at 11.9 µM; 18 h; 330,000 tested, 0.27% active; AID 449728, 2010;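 active = inhibition above the campaign's mean inhibition across all tested compounds plus 3 SD, cut at about 9.9% in these data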;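 also: uninfected addAB+ strain grown without phage in ampicillin broth; 0% = DMSO wells and 100% = ciprofloxacin 0.95 µg/ml wells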
MOR-DOR inv ag: inverse agonists of MOR-DOR heterodimerization, primary screen, cell-based, luminescence; cell-based MOR-DOR heterodimer luminescence, inverse agonism; inhibition, % at 9.3 µM; 340,000 tested, 0.21% active; AID 504357, 2011; in the data active = inhibition above about 22%, passing the limit was not always enough;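 also: 0% = cells with DMSO and 100% = wells without cells with DMSO; values of inactives mirror those of a sister screen read the other way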
OPRM1-OPRD1 ag: agonists of OPRM1-OPRD1 heterodimerization, primary screen, cell-based, luminescence | activation, % at 9.3 µM | cells | AID 504326, 2011 | 340,000 tested, 0.3% active | Mu-type opioid receptor (Homo sapiens) + Delta-type opioid receptor (Homo sapiens), …; in the data active = activation above about 18%;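 also: 0% = vehicle-treated cells and 100% = reference agonist; values of inactives mirror those of a sister screen read the other way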
PfHsp90 set2: growth inhibition of PfHsp90-expressing yeast, primary screen, antimalarial PfHsp90 inhibitor project, S. cerevisiae, BacTiter-Glo luminescence, single point, set 2; 310,000 tested, 0.32% active; BacTiter-Glo ATP, 48 h; yeast lacking PDR1 and PDR3 efflux regulators; inhibition, % at 9.4 µM;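 active = every replicate shows inhibition above about 80%, whatever the replicate mean, limit read from the data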;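 also: 0% = DMSO neutral controls and 100% = 20 µM radicicol positive controls; yeast relying on Plasmodium falciparum Hsp90 in place of its own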
HTR5A inv ctr: HTR5A inverse agonists in luminescence cell assay, primary screen, counter-screen for OPRM1-OPRD1 heterodimer inverse agonist project, full-deck HTS; 5-hydroxytryptamine receptor 5A (Homo sapiens), P47898; HTR5A cell line, inverse agonism; inhibition, % at 9.3 µM; 340,000 tested, 0.083% active; AID 504634, 2011; in the data active = inhibition mostly above about 23%, no sharp cut-off; inactive = mostly below about 18%;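 also: 0% = cells with DMSO and 100% = no-cell wells with DMSO; some compounds called inactive have numbers as strong as hits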
Target sequence (P47898 whole entry, looked up): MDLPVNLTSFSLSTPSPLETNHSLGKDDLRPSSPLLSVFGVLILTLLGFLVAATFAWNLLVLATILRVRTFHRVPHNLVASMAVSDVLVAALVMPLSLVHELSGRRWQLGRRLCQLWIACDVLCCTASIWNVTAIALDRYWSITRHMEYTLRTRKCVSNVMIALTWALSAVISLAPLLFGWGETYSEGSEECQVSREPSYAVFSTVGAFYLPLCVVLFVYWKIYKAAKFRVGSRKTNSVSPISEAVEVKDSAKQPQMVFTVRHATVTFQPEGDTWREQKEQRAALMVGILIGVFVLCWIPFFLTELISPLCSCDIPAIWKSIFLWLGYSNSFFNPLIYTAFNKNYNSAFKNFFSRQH
PKA-R1A activ: activators of PKA-R1A holoenzyme, primary screen, biochemical, fluorescence polarization, Cy5-IP20, bovine R1A, mouse PKAc. cAMP-dependent protein kinase type I-alpha regulatory subunit (Bos taurus) + …. PKA-R1A dissociation; scaled: DMSO 0%, 113 µM cGMP 100%. activation, % at 11.4 µM. 340,000 tested, 0.083% active. AID 504707, 2011;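 active = percent activation above the mean of all tested compounds plus 3 SD, cut at about 19% in these data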;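 also: higher means more PKAc released from R1A so a rise in polarization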
DSG3 Ab inh: inhibitors of pemphigus antibody binding to DSG3, primary screen, biochemical, bead-based, flow cytometry, scFv-GFP; Desmoglein-3 (Homo sapiens), P32926; DSG3-coupled beads, scFv-anti-DSG3-GFP binding; stronger effect = lower value; binding (percent of control), % at 10 µM; 310,000 tested, 0.48% active; AID 588358, 2011;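 active = binding more than 3 SD below its plate's average and above zero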;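 also: hits lower antibody fragment binding to DSG3; some compounds called inactive have numbers as strong as hits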
Mot1-301 SUMO: yeast Mot1-301 growth rescue at high temperature, primary screen, SUMOylation pathway inhibitor project, S. cerevisiae, ATP luminescence, 38.5C | S. cerevisiae Mot1-301 growth rescue; percent above DMSO median, 100 means doubled | growth rescue, % at 18.8 µM | 320,000 tested, 1% active | AID 2716, 2010;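 active = every valid replicate shows activation above 250% relative to neutral control wells; inactive = the rest, any valid replicate at or below 250%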;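 also: OY570 slx delta 5 strain wells were the positive control but not used for scaling; some compounds called inactive have numbers as strong as hits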
phage Ecoli inh: growth loss of phage-infected E. coli, primary screen, RecBCD inhibitor project, absorbance, with phage, HTS | AID 651602, 2012 | inhibition, % at 11.9 µM | 360,000 tested, 0.26% active; in the data active = inhibition above about 11%
HTR5A ag ctr: HTR5A agonists in luminescence cell assay, primary screen, counter-screen for OPRM1-OPRD1 heterodimer agonist project, full-deck HTS; 5-hydroxytryptamine receptor 5A (Homo sapiens), P47898; cell-based; activation, % at 9.3 µM; 340,000 tested, 0.61% active; in the data active = activation mostly above about 9.5%, no sharp cut-off; inactive = mostly below about 7.6%;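 also: 0% = cells with vehicle only and 100% = reference agonist; strong numbers were not always called active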
AddAB inh: growth inhibition of E. coli expressing H. pylori AddAB, primary screen, AddAB inhibitor project, absorbance; 330,000 tested, 0.29% active; inhibition, % at 11.9 µM; AID 435030, 2010; in the data active = inhibition above about 12%;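 also: 0% = vehicle wells of infected cells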
Numbers without * were called inactive; nt = no result given. Compounds as they come; any-hit rate near 3.2%.

SMILES	Ecoli viability	MOR-DOR inv ag	OPRM1-OPRD1 ag	PfHsp90 set2	HTR5A inv ctr	PKA-R1A activ	DSG3 Ab inh	Mot1-301 SUMO	phage Ecoli inh	HTR5A ag ctr	AddAB inh
O=C(Nc1ccc(N2CCCCC2)c(Cl)c1)c1ccc2c(c1)OCCO2	-1.1	-21.9	3.8	-5.5	15.5	4.0	103.9	31.9	3.7	-1.3	-1.6
COc1ccc(-c2c(C)nn3c(N4CCOCC4)cc(C)nc23)cc1OC	nt	5.9	-1.2	-11.6	5.1	-0.8	154.4	8.4	0.3	-1.4	nt
CC1CC(C)(C)NC(=S)N1CC(=O)N1CCN(Cc2ccc3c(c2)OCO3)CC1 (stereo unspecified)	-0.4	2.1	-0.4	-47.0	-7.7	8.1	104.6	18.7	1.8	3.0	-0.9
CS(=O)(=O)NCc1ccc(C(=O)NCCOc2ccccc2)cc1	-1.3	-22.4	3.9	nt	15.4	-5.2	101.5	20.3	nt	1.7	1.2
CN(C)c1ccc(C=C(c2nnnn2-c2ccccc2)c2nnnn2-c2ccccc2)cc1	-0.3	6.0	-1.1	22.1	-32.2	-0.8	139.9	8.0	2.6	-0.1	3.2
COC(=O)Nc1ccc(S(=O)(=O)N2CCC(C(=O)N3CCC(C)CC3)CC2)cc1	1.5	-0.8	0.2	-9.5	-11.8	-4.9	98.7	-3.4	-0.3	4.2	1.2
COC(=O)/C=c1\sc2n(c1=O)C(C)=CC(C)(C)N=2	0.7	2.0	-0.4	2.8	-7.9	1.3	102.2	7.2	3.8	3.1	3.7
COC(=O)c1ccc(Cl)c(NC(=O)Cc2ccccc2[N+](=O)[O-])c1	-0.2	11.7	-2.2	-4.2	2.7	-5.9	110.7	6.8	5.4	-1.1	-0.1
CC(=O)Nc1ccc(C(=O)COC(=O)c2cc(C)oc2C)c(F)c1	-1.3	-2.3	0.6	13.8	-8.9	2.6	100.6	10.6	2.1	-0.6	0.2
CCOc1ccccc1OC(=O)CN1C(=O)c2ccccc2C1=O	-1.5	8.6	-1.8	-9.0	8.0	1.9	95.5	-21.5	1.0	-2.2	0.4
CCN1C(=O)CC(N2CCC(c3nc4ccccc4[nH]3)CC2)C1=O (stereo unspecified)	0.7	13.6	-2.9	2.5	3.4	-0.6	93.2	0.6	0.0	-1.2	3.0
O=C(NCCc1ccccc1)C1c2ccccc2C(=O)N1C1CC1 (stereo unspecified)	0.9	-1.4	0.3	-11.4	0.5	-3.0	107.6	23.6	4.4	0.1	1.4
Cc1ncc(CO)c(/C=N/N=C/c2ccccc2O)c1O	1.5	7.8	-1.3	27.4	11.4	-11.8	94.8	-4.9	3.3	-4.3	-0.8
COc1ccc(C(CNC(=O)C(Cc2ccccc2)NC(N)=O)N(C)C)cc1 (stereo unspecified)	0.5	-117.1	23.5*	-6.7	-1.9	-5.8	106.0	3.0	2.2	0.5	-0.9
O=C(CCc1ccccc1)OCC(=O)c1ccc([N+](=O)[O-])cc1	1.6	-3.8	0.6	-11.6	17.3	3.6	97.6	-4.0	4.0	0.5	0.0
Cc1ccc([C@@H]2[C@@H]3C(=O)N(c4ccccc4)C(=O)[C@@H]3[C@]3(C)C(=O)N(Cc4ccccc4)CC(=O)N23)o1	0.5	17.5	-3.8	6.6	-16.8	-4.0	111.2	10.7	2.2	-4.2	4.7
COc1cc2ncnc(NCc3ccc(F)cc3)c2cc1OC	-2.1	-11.7	2.3	34.6	3.9	-7.7	100.1	3.1	0.5	-1.1	1.7
COc1ccc(C(=O)N2CCOC2CNC(=O)C(=O)NCc2ccco2)cc1 (stereo unspecified)	-3.1	2.5	-0.5	29.1	-7.0	-5.7	105.2	-7.3	2.5	2.5	3.1
COc1cccc(CN2CCN(C(=O)c3cccs3)CC2)c1OC	-0.9	-1.9	0.3	0.0	19.3	-3.9	102.0	-12.3	3.1	-6.9	2.8
CCOC(=O)C1=C(C)OC(N)=C(C(=O)OCC)C1c1ccncc1 (stereo unspecified)	-0.4	9.0	-1.5	0.5	-8.0	-5.5	99.8	-0.9	-1.7	-0.9	-0.1
CC(C)CNS(=O)(=O)c1ccc(C(=O)Nc2ccc3c(c2)OCO3)cc1	0.4	-25.2	3.1	6.6	6.9	-2.6	85.2	15.7	0.7	-2.3	2.2
CCOc1ccc(CCNC(=O)C2CCCN(S(=O)(=O)N3CCOCC3)C2)cc1OCC (stereo unspecified)	-3.0	-2.7	0.5	5.8	-11.5	-0.7	101.2	nt	2.1	4.2	3.9
CC(C)(C)CN1C(=O)C(=O)NC[C@H]1Cc1ccc(O)cc1	-0.3	14.4	-2.6	-7.5	-0.9	-0.9	105.6	7.3	0.0	8.0	4.3
CCc1nc2nc(C)cc(Nc3cccc(C(F)(F)F)c3)n2n1	-1.1	10.4	-1.8	-3.7	9.4	-6.4	108.4	-0.4	3.5	-3.2	1.7
Nc1cc(=O)[nH]c(SCC(=O)Nc2ccc([N+](=O)[O-])cc2)n1	-2.2	15.3	-2.9	-4.2	2.6	-6.1	98.2	nt	2.3	1.2	-0.8
CCCCc1ccc(N2C(=NC(=O)C3CCCO3)SC3CS(=O)(=O)CC32)cc1 (stereo unspecified)	-1.6	-1.5	0.3	5.7	5.8	1.5	nt	-11.8	-0.3	0.8	0.8
COc1ccc(-c2cc(C(F)(F)F)n3nc(C(=O)NCc4ccco4)cc3n2)cc1OC	-3.4	11.2	-1.9	1.6	-15.2	-6.2	104.8	-12.8	-0.6	1.6	-0.5
CN(C)S(=O)(=O)Nc1ccc(NS(=O)(=O)N(C)C)c(S(=O)(=O)c2ccccc2)c1	-0.3	1.2	-0.2	26.3	-7.0	-5.3	nt	-12.5	6.4	2.3	4.0
COC(=O)c1ccc(/C=C(\C#N)C(=O)NC(C)c2ccccc2)cc1 (stereo unspecified)	-2.1	9.0	-1.8	-14.6	2.4	-3.7	105.0	-22.3	3.1	-0.9	1.8
Oc1c(Cl)cc(Cl)cc1C=Nc1ccc2c(c1)OCCO2	-0.3	-13.7	2.3	nt	-8.7	-6.4	nt	-18.4	4.4	3.3	1.4
Cc1ccc(C)c(-c2cc(C(=O)NC3CC3)c3ccccc3n2)c1	nt	12.1	-2.2	9.1	12.5	-4.8	103.4	5.5	2.0	0.8	nt
NS(=O)(=O)c1ccc(N/C=C\C(=O)c2ccncc2)cc1	1.3	-1.2	0.2	10.3	1.5	-3.4	102.4	63.0	5.1	-0.5	4.1
O=C(c1ccc(CS(=O)Cc2ccc(Cl)cc2)o1)N1CCN(c2ccc(F)cc2)CC1 (stereo unspecified)	-0.7	-6.2	1.2	4.3	3.2	9.3	111.3	-2.3	2.0	-0.3	2.4
O=C(c1ccccc1)c1c[nH]c2ccccc12	nt	7.9	-1.7	-14.2	1.6	-0.9	102.8	15.2	3.6	-0.5	nt
Cc1nc2cc(C)c(C)cc2s1	2.3	-0.1	0.0	17.1	13.4	-12.9	104.8	nt	1.9	-5.4	-1.2
COc1ccccc1NC(=O)COC(=O)c1c[nH]c(=O)[nH]c1=O	0.8	10.1	-1.9	-3.5	-12.5	-5.4	90.8	4.1	1.2	3.0	1.3
CCN(C[C@H]1N[C@@](Cc2ccccc2)(C(=O)OC)[C@H]2C(=O)N(C)C(=O)[C@@H]12)C(=O)COc1ccccc1	-0.9	12.3	-2.6	-0.3	-15.3	-5.3	98.3	nt	0.4	4.1	0.8
O=C(NNC(=O)c1cccc2ccccc12)c1ccc2c(c1)OCO2	-1.4	13.6	-2.6	5.6	14.1	1.2	109.7	228.7	3.6	4.1	-0.9
CCCn1cnc2cc(NCc3cccc(OC)c3O)ccc21	-0.2	-2.8	0.6	nt	-8.0	2.5	104.4	4.7	3.7	-1.4	4.0
COC(=O)C[C@H](NC(=O)Cn1cnc2c(OCc3ccccc3)ncnc21)C(=O)OC	-2.3	nt	nt	11.1	nt	-8.0	100.5	7.8	4.7	nt	-8.2
COC(=O)c1sccc1NC(=O)CSCCc1ccncc1	-0.7	13.1	-2.7	nt	17.5	-6.0	118.8	-6.8	0.9	2.3	0.2
CCOC(=O)c1sc(NC(=O)C2=COCCO2)c(C#N)c1C	3.7	-0.4	0.1	10.4	-2.9	-2.4	97.6	-1.1	3.5	0.9	1.1
COc1cc(/C=C2/C(=N)N3C=CSC3=NC2=O)ccc1OCCCOc1c(C)cccc1C	1.4	-10.5	1.7	-1.6	6.4	-3.4	99.4	0.8	2.6	-2.4	1.5
CCOc1ccc(NC(=O)CN2C(=O)NC3(CCCCCC3)C2=O)cc1	-1.7	11.6	-3.0	-16.1	-6.3	-3.6	91.5	10.1	1.2	-3.5	0.3
COc1ccc(OC)c(CCNC(=O)Cn2nc(C)c3c(C)n(-c4ccccc4)nc3c2=O)c1	0.9	-5.1	1.0	5.9	-21.0	8.1	99.8	-16.3	1.1	2.0	0.3
COc1ccccc1CN1CCC(CNS(=O)(=O)c2cc(-c3onc(C)c3C)ccc2OC)CC1	-0.9	3.3	-0.6	-13.0	-5.3	6.2	103.4	33.8	2.2	-1.2	0.3
COc1ccc(CCN2C(=S)N(c3ccccc3)C(=O)C2CC(=O)O)cc1OC (stereo unspecified)	-0.2	14.2	-2.8	-35.7	-22.2	-1.5	99.0	-11.7	1.4	6.1	-2.4
O=C(C1=C[C@H](c2ccccc2)C[C@H](OCCCCO)O1)N1CCOCC1	0.9	-17.1	3.1	18.6	8.8	4.2	108.6	10.1	-4.0	-3.5	1.1
CC12CCC(C(=O)NCc3ccco3)(OC1=O)C2(C)C (stereo unspecified)	2.2	12.4	-2.2	12.8	-1.5	4.8	101.9	3.7	1.4	-0.9	2.3

Taken from above:
Under Ecoli viability, CCOC(=O)c1sc(NC(=O)C2=COCCO2)c(C#N)c1C is listed with 3.7
Under MOR-DOR inv ag, COc1cc(/C=C2/C(=N)N3C=CSC3=NC2=O)ccc1OCCCOc1c(C)cccc1C is listed with -10.5
Under DSG3 Ab inh, COC(=O)c1sccc1NC(=O)CSCCc1ccncc1 is listed with 118.8
